Screening data (PubChem)
SKN-1 inh: C. elegans SKN-1 inhibition | C. elegans VP596 Pgst-4::GFP/RFP ratio, acrylamide-induced, 24 h | inhibition, % at 21.8 µM | 360,000 compounds, 0.49% hits;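 active means interference check ratio from 0.5 to 1.5 plus GFP to RFP signal ratio inhibition reaching or exceeding a fixed threshold, cut at about 30% in these data, passing the limit was not always enough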; further: some compounds called inactive have numbers as strong as hits
STEP inh: inhibitors of human striatal-enriched phosphatase STEP. 360,000 compounds, 0.25% hits. recombinant STEP, OMFP fluorogenic substrate, fluorescence. inhibition, % at 20 µM;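 active means inhibition at 20 µM, scaled per plate between control wells, above about 37%, limit read from the data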;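 further: 0% = DMSO with enzyme and substrate and 100% = substrate only without enzyme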
Target sequence (P54829 whole entry, looked up): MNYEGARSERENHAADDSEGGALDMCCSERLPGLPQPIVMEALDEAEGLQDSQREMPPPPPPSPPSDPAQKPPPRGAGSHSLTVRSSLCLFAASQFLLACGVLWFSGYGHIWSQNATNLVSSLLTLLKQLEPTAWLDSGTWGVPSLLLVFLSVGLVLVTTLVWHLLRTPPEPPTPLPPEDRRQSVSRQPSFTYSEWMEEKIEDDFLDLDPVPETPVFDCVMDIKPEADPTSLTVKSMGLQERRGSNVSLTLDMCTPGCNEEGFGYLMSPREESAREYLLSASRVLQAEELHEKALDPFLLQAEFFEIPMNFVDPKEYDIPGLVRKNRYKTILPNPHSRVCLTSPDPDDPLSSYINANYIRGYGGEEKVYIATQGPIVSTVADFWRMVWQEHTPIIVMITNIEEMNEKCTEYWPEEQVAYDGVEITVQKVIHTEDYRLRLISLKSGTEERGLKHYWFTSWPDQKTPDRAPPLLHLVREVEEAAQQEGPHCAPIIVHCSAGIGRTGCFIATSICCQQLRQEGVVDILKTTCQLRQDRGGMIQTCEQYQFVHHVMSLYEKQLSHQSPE
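Measure: Control-normalized % inhibition with plate pattern correction | Test system: STEP phosphatase, cell-free reaction | Medium: pH 6.0 Bis-Tris with DTT and Tween 20 | Technique: Fluorescence, 480/540 nm | Times: Reaction 20 min, ambient temperature | Doses: Single compound dose of 20 µM, 1% DMSO final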
SUMO1 PPI mod: modulators of human SUMO1-mediated protein-protein interactions; P63165; SUMO1 binding to a labelled peptide, TR-FRET, 1 h; inhibition, % at 20 µM; 360,000 compounds, 0.33% hits; AID 602429; in the data active means inhibition above about 37%
Target sequence (P63165 whole entry, looked up): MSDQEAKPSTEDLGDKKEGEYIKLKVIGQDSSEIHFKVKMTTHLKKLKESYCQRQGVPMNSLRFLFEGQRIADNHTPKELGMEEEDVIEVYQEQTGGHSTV
NRP1-CendR mod: NRP-1/CendR interaction modulation | O14786 | FAM-RPARPAR peptide binding to NRP-1, fluorescence polarization | inhibition, % at 25 µM | 360,000 compounds, 0.85% hits | AID 602438;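 active means inhibition or corrected inhibition above about 18%, plus a signal ratio from 0.5 to 1.5, limit read from the data, passing the limit was not always enough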; further: strong numbers were not always called active
NadD block: NadD (S. aureus) enzyme inhibition; inhibition, % at 20 µM; 360,000 compounds, 0.78% hits; purified NadD enzyme, colorimetric absorbance read-out; AID 602399; in the data active means inhibition above about 26%; further: some compounds past the cut are filed as inactive
LMPTP inh: LMPTP (human) inhibition | AID 651560 | 360,000 compounds, 0.22% hits | inhibition, % at 20 µM | recombinant LMPTP-A, OMFP fluorogenic substrate, fluorescence intensity | P24666;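 active means compounds that cut the enzyme signal by at least half of the control window in the single-dose screen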;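 further: plate controls were DMSO wells with enzyme plus substrate for no effect and substrate without enzyme for full effect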
Target sequence (P24666 whole entry, looked up): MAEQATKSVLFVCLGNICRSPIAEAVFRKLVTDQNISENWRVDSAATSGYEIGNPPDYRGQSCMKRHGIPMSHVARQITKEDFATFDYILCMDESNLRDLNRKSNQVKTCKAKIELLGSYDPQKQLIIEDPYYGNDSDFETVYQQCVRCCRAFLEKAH
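Buffer or medium: Bis-Tris pH 6.0, DTT, detergent; Assay system: LMPTP-A enzyme; Quantity: 0.625 nM enzyme; Detection: endpoint fluorescence intensity; Times: 50 min dark incubation at room temperature; Controls: substrate-only low control, DMSO enzyme-plus-substrate high control; Doses: single 20 µM dose; Read-out: percent inhibition versus substrate-only and uninhibited controls; Reagent: 400 µM OMFP.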
Tb MetRS inh: blocks T. brucei methionyl-tRNA synthetase activity | purified T. brucei MetRS, ATP depletion, Kinase-Glo luminescence | inhibition, % at 11.9 µM | 360,000 compounds, 0.4% hits | AID 624268;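 active means inhibition above a per-plate cutoff of the control wells' mean inhibition plus 3 SD, cut at about 5.5% in these data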;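 further: 0% = DMSO wells median and 100% = median of wells with control inhibitor compound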
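Material: T. brucei methionyl-tRNA synthetase, purified; reagent: substrates ATP, L-methionine and bulk Escherichia coli tRNA; dosing: 11.9 µM single point; timing: 15 min plus 2 h at 25 °C; detection: luminescence of leftover ATP; evaluation: % inhibition; control set: DMSO-only wells as low control; replicates: singlicate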
Scp1 inh: blocks human Scp-1 phosphatase activity; AID 493091; 340,000 compounds, 0.88% hits; inhibition, % at 20 µM; Recombinant Scp1, phosphopeptide, malachite green phosphate absorbance;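 active means inhibition above about 50% at 20 µM, limit read from the data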;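 further: plate controls were DMSO wells with enzyme for no effect and wells lacking enzyme for full effect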
Target sequence (Q9GZU7 76-261 limits assumed): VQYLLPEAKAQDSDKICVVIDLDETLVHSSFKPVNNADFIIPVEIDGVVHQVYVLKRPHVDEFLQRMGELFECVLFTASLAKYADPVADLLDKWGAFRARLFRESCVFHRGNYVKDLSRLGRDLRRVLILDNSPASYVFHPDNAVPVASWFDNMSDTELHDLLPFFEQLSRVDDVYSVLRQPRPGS
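Test system: SCP-1 phosphatase catalytic domain, residues 76-261 | Compound dosing: One concentration, 20 µM, with 1.0% DMSO | Schedule: 45 min room-temperature reaction, 5 min colour, 30 min stabiliser | Detection: Absorbance at 630 nm | Read-out basis: % inhibition of SCP-1 phosphate liberation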
Neddyl block: blocks human cullin neddylation; TR-FRET cullin neddylation, biochemical; 360,000 compounds, 0.58% hits; calls only at 25 µM; in the data active means inhibition above about 36%
DNMT1 block: DNMT1 (human) enzyme inhibition; inhibition (reported as % activation of signal), % at 10 µM; 360,000 compounds, 0.83% hits; P26358; DNMT1 molecular beacon, Hinp1I cleavage, fluorescence; in the data active means inhibition above about 50%
Active calls of the source: *; i = inactive; . = no result given; + = active, no number. The order is random; about 4.6% have a hit in one of these screens.

SMILES | SKN-1 inh | STEP inh | SUMO1 PPI mod | NRP1-CendR mod | NadD block | LMPTP inh | Tb MetRS inh | Scp1 inh | Neddyl block | DNMT1 block
Cc1ccc(NC(=O)COC(=O)Cc2ccccc2)cc1S(=O)(=O)N1CCOCC1 | 17 | -1 | -4 | -10 | -10 | 0.2 | 0.0 | -7 | i | -2
CC(C)c1nnc(NC(=O)C2c3ccccc3Oc3ccccc32)s1 | 2 | 2 | 2 | 4 | 2 | 2.8 | 0.7 | -8 | i | -6
CCN1CCN(CCCOc2ccc(Cl)cc2Br)CC1 | 5 | -2 | -1 | -1 | -8 | 0.6 | 7.7* | 5 | i | -2
O=C(OCC(=O)N1CCCCC1)c1cc(NS(=O)(=O)c2ccc(Cl)c([N+](=O)[O-])c2)ccc1O | 1 | -2 | -11 | -8 | -2 | 0.9 | 0.3 | -5 | i | -6
Cc1ccc(C(=O)O/N=C(\N)c2cccc([N+](=O)[O-])c2)cc1 | 6 | 1 | -17 | -5 | -8 | -0.3 | -0.6 | -7 | i | 1
COC(=O)c1c(CSc2cccc(C)c2)noc1C(=O)NCc1ccco1 | 1 | 2 | 2 | -10 | -9 | -0.1 | -0.3 | 4 | i | -3
Cc1ccc(C2CC(c3ccco3)n3nc(N)nc3N2)cc1 (stereo unspecified) | 9 | -2 | 12 | 12 | -1 | -1.7 | -0.3 | -1 | . | -1
COC(=O)CCCCCN1C(=O)/C(=C\c2ccncc2)SC1=S | 7 | 1 | -26 | 5 | 7 | 2.7 | 2.1 | -23 | i | -8
COc1ccc(CNC(=O)c2c(O)c3cccc4c3n(c2=O)CCC4)cc1OC | -12 | -1 | 5 | 3 | -9 | 2.7 | -0.2 | -15 | i | -2
COc1cc(OC)cc(C(=O)OCc2cc3ccccc3[nH]c2=O)c1 | 10 | -2 | 12 | -6 | 0 | 0.4 | -0.9 | -2 | i | 3
O=C(/C=C/c1ccccc1Cl)N1CCN(c2ncccn2)CC1 | 1 | 68* | -7 | -7 | -3 | -1.0 | 0.6 | -1 | i | 7
O=C(NCCc1ccccc1)c1ccc([N+](=O)[O-])cc1 | 13 | -2 | -28 | 7 | -7 | -3.1 | 0.1 | -9 | i | -1
Cc1c(-c2cccs2)[n+](=O)c2c(n1[O-])CCCC2 | 6 | -3 | -7 | -8 | -1 | 0.3 | -0.2 | -13 | i | -3
CCOc1ccc(S(=O)(=O)N2CCC(C(=O)NC3CCCCC3)CC2)cc1 | 16 | 1 | 0 | 6 | -6 | -1.1 | -0.5 | -2 | i | 4
O=C(c1ccc(Cn2cc(Br)cn2)o1)N1N=C(C(F)F)CC1(O)C(F)F (stereo unspecified) | 12 | 0 | 1 | 1 | -4 | 0.4 | -0.6 | -11 | i | -1
NC(=S)N1OC[C@@H]2COc3ccc4ccccc4c3[C@@H]21 | 6 | 0 | -3 | -1 | 0 | -0.6 | 0.1 | -3 | i | -10
Cc1onc(C(=O)NN)c1C(=O)N1CCN(C(c2ccccc2)c2ccccc2)CC1 | 17 | 4 | 3 | 1 | 26 | 1.1 | 0.5 | -6 | i | -8
Cc1sc2nc(C(C)C)nc(SCC(=O)NC3CC3)c2c1C | 21 | -3 | 2 | 1 | -3 | 0.2 | -0.9 | -3 | i | 4
CCC(=O)OCC(=O)Nc1ncc(C(F)(F)F)cc1Cl | 2 | 2 | 7 | -21 | 0 | 1.5 | -0.3 | 6 | i | 1
CCOC(=O)c1c(-c2cccs2)csc1NC(=O)CCCC(=O)O | 17 | 0 | 6 | 4 | 3 | -0.4 | 0.5 | -9 | i | 2
CC(C)(C)c1ccc(OCC(O)CSc2ncn[nH]2)cc1 (stereo unspecified) | -1 | 3 | 2 | 8 | -1 | -0.5 | -0.5 | -1 | i | 0
COCCSc1ccccc1C(=O)Nc1nncs1 | -9 | 3 | -3 | 4 | -1 | -1.3 | 0.3 | -3 | i | -3
CN(C(=O)Cn1cc(C(F)(F)F)cc(Cl)c1=O)C1CCS(=O)(=O)C1 (stereo unspecified) | 3 | 0 | 4 | 1 | 21 | -0.5 | -0.1 | -7 | i | 0
COc1ccc(C(C(=O)NCCC(C)C)N(CCN2CCOCC2)C(=O)Cn2nnc3ccccc32)c(OC)c1 (stereo unspecified) | 11 | -3 | -1 | 13 | 10 | -1.5 | -0.8 | -6 | i | 2
CS(=O)(=O)c1ccc(Cl)c(NC(=O)CCc2ccccc2)c1 | 1 | 1 | -4 | -5 | 5 | 0.2 | -0.4 | -5 | i | -1
CC(N=c1ccccn1C(=O)Nc1cccc(C(F)(F)F)c1)c1ccco1 (stereo unspecified) | -4 | 3 | -3 | -8 | 7 | 0.6 | -0.6 | -5 | i | 0
Cc1cc(C)cc(OC(=O)CN2C(=O)c3ccccc3C2=O)c1 | 14 | 0 | -7 | -1 | -14 | -1.1 | -0.8 | -8 | i | 3
CC(C)(CO)NCc1cccc(OCc2ccc(Cl)cc2)c1 | 2 | 1 | 0 | 3 | -5 | -2.6 | -0.6 | 0 | i | 9
Cc1cc(C)n(-c2nc3ccccc3nc2N2CCOCC2)n1 | 1 | 5 | -4 | -14 | -2 | -1.0 | -0.3 | -10 | i | 0
O=S(=O)(Nc1nc(-c2ccco2)c(-c2ccco2)s1)c1ccc(F)cc1F | 8 | 4 | 14 | -30 | 6 | 1.3 | -0.2 | . | i | 34
Nc1ncn(C(=O)c2ccco2)n1 | 13 | 0 | -1 | 15 | -2 | -1.3 | -0.8 | -5 | i | 1
COc1cc(NS(=O)(=O)c2c(C(=O)N3CCOCC3)c(C)n(C)c2C)cc(OC)c1OC | 4 | 0 | 4 | -4 | 0 | -0.4 | 0.1 | -9 | i | 2
COC(=O)c1ccc2c(=O)n(Cc3ccc(C(=O)NC4CCCC4)cc3)c(=S)[nH]c2c1 | 3 | -2 | -4 | -6 | 10 | -0.3 | -1.4 | -9 | i | 15
COc1cccc(/C=N/c2oc(-c3ccccc3)cc2C#N)c1O | 8 | 3 | -3 | 0 | 3 | -1.0 | -0.5 | -6 | + | 0
CCN(C(=O)c1ccc(NC(=O)c2ccco2)cc1)c1ccccc1 | 10 | 1 | -2 | 13 | 0 | 0.2 | -0.3 | -5 | i | 0
CCOc1ccccc1NC(=S)N1CCC(c2nc3ccccc3o2)CC1 | -14 | 9 | 2 | -8 | -4 | -1.2 | 0.2 | 4 | i | -9
COc1ccc(/C=C/C(=O)NCC(=O)N/N=C(/C)c2ccco2)cc1 | 6 | -1 | -20 | 6 | -3 | -0.6 | -0.9 | 10 | i | 1
O=C(CSc1ccc(S(=O)(=O)N2CCCC2)cn1)Nc1ccc([N+](=O)[O-])cc1C(F)(F)F | -8 | 3 | -27 | 4 | 0 | 1.2 | -0.4 | -8 | i | -3
CCOC(=O)C(C#N)=CN1CCN(C(=O)CCCl)c2ccccc21 | 9 | 2 | 3 | -10 | -2 | -0.7 | -0.2 | -8 | i | -1
O=C1NC[C@@H]2CCCN2C1=O | -21 | . | 1 | -12 | -2 | -2.1 | -0.6 | . | i | .

Five entries from above, tab-delimited:
structure	SKN-1 inh	STEP inh	SUMO1 PPI mod	NRP1-CendR mod	NadD block	LMPTP inh	Tb MetRS inh	Scp1 inh	Neddyl block	DNMT1 block
CC(N=c1ccccn1C(=O)Nc1cccc(C(F)(F)F)c1)c1ccco1 (stereo unspecified)	-4	3	-3	-8	7	0.6	-0.6	-5	i	0
CS(=O)(=O)c1ccc(Cl)c(NC(=O)CCc2ccccc2)c1	1	1	-4	-5	5	0.2	-0.4	-5	i	-1
COCCSc1ccccc1C(=O)Nc1nncs1	-9	3	-3	4	-1	-1.3	0.3	-3	i	-3
O=S(=O)(Nc1nc(-c2ccco2)c(-c2ccco2)s1)c1ccc(F)cc1F	8	4	14	-30	6	1.3	-0.2	.	i	34
CC(C)(C)c1ccc(OCC(O)CSc2ncn[nH]2)cc1 (stereo unspecified)	-1	3	2	8	-1	-0.5	-0.5	-1	i	0

Continued.
SMILES | SKN-1 inh | STEP inh | SUMO1 PPI mod | NRP1-CendR mod | NadD block | LMPTP inh | Tb MetRS inh | Scp1 inh | Neddyl block | DNMT1 block
O=C(CSc1nnc(NC(=O)c2ccccc2)s1)NCC1CCCO1 (stereo unspecified) | 1 | 0 | 1 | 16 | 9 | -0.5 | 0.2 | -4 | i | 1
COc1ccc(C(=O)c2oc3ccc(OC)cc3c2N)cc1 | 44* | -1 | -27 | -13 | -5 | 2.6 | 0.1 | -8 | . | -9
COc1cc(OC)cc(C(=O)Nc2ccc(S(=O)(=O)Nc3cnc4ccccc4n3)cc2)c1 | 5 | -2 | 18 | -4 | -2 | 0.0 | 2.9 | -13 | i | -7
NS(=O)(=O)c1ccc(N/C=C\C(=O)c2ccc(F)cc2)cc1 | 0 | 2 | -28 | -5 | -2 | -0.6 | -0.9 | 5 | i | 2
COCCCN1C2=C(C(=O)CC(C)(C)C2)C(c2ccc(O)c(OC)c2)C2=C1CC(C)(C)CC2=O | 15 | -1 | -11 | 15 | 7 | -0.2 | -1.0 | -4 | i | -23
COCC(=O)N(Cc1cc2ccccc2[nH]c1=O)c1ccccc1OC | 15 | 1 | -1 | 5 | 4 | -2.1 | -0.5 | 0 | i | -1
COc1ccc(NCC(=O)Nc2cccc(S(=O)(=O)N3CCCC3)c2)cc1Cl | -1 | 1 | -2 | 6 | 0 | 0.6 | -0.2 | -1 | i | -4
N/C(=N\OC(=O)c1cccc(Br)c1)c1ccncc1 | 46* | -1 | 1 | -1 | -9 | -0.3 | -0.8 | -3 | i | 0
COc1cc(C2c3c(oc4cc(C)c(C)cc4c3=O)C(=O)N2c2cc(C)ccn2)ccc1O (stereo unspecified) | -32 | 3 | -2 | -6 | 5 | 5.5 | -0.7 | -2 | i | -5
O=C(COC(=O)c1ccc(S(=O)(=O)NCc2ccco2)cc1)c1ccccc1 | -6 | -7 | 1 | -5 | -4 | -0.8 | -0.3 | 3 | i | 12
O=C(c1ccccc1F)N1N=C(C(F)(F)F)CC1(O)c1ccccc1 (stereo unspecified) | -3 | 2 | 3 | 8 | -9 | -0.1 | -0.4 | . | i | 2
CCOC(=O)c1c(C)[nH]c(C)c1S(=O)(=O)N(C)CC(=O)Nc1cccc(C)n1 | 7 | -2 | -3 | 20 | -3 | -0.9 | 0.2 | 0 | i | -1
CCc1ccc(NC(=O)C(=O)NNC(=O)COc2cccc(OC)c2)cc1 | 3 | -4 | 4 | -9 | -3 | -0.5 | 0.5 | -8 | i | 4
COc1ccc(CN(CCCN2CCOCC2)C(=O)Nc2ccccc2)cc1OC | 13 | -5 | 0 | -2 | -9 | -2.2 | -0.6 | -1 | i | -1
COc1ccc(OC)c(CN2C(=O)CSCC2(C)C(=O)Nc2c(C)cccc2C)c1 (stereo unspecified) | 2 | . | 1 | 8 | . | -1.3 | -0.8 | . | i | .
